# MEKK2wt PB1 HTS – modulators of MEK5 binding to wildtype MEKK2, primary screen, biochemical, multiplex bead flow cytometry, Alexa488-MEK5. Alexa488-MEK5 binding to MEKK2 WT; actives lie on both sides. actives 1.1% (n = 290,000). binding response (% of control), % at 10 µM. Mitogen-activated protein kinase kinase kinase 2 (Homo sapiens), Q9Y2U5. AID 1531, 2009; in the data active = binding response below about 67% or above about 130%
# DNA FID counter – compounds displacing fluorescent DNA intercalator, primary screen, artefact control for HCV NS3 helicase inhibitor project, biochemical, FID fluorescence; inhibition, % at 7.9 µM; actives 0.17% (n = 290,000); DNA fluorescent intercalator displacement; AID 1845, 2009; in the data active = inhibition above about 37%;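 note: 0% = vehicle and 100% = reference compound; higher means more ethidium bromide displaced from hairpin DNA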
# VIM-2 inh – VIM-2 metallo-beta-lactamase inhibitors, primary screen, biochemical, epi-absorbance readout, Pseudomonas aeruginosa enzyme. AID 1527, 2009. purified VIM-2, nitrocefin hydrolysis, epi-absorbance fluorescence. actives 0.89% (n = 290,000). inhibition, % at 5.6 µM;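 active = inhibition above the mean of all tested compounds plus 3 SD, cutoff set per screening run, cut at about 7.5% in these data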;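 note: red hydrolysis product quenches plate fluorescence so inhibitors raise well fluorescence; 0% = enzyme with DMSO and 100% = DMSO without enzyme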
# MEKK2mut PB1 HTS – MEK5 binding signal on mutant MEKK2 PB1, primary screen, biochemical, multiplex bead flow cytometry, Alexa488-MEK5; Alexa488-MEK5 binding to MEKK2 mutant; actives 0.35% (n = 290,000); AID 1530, 2009; percent response, % at 10 µM; in the data active = percent response above about 24%, passing the limit was not always enough; note: inactives centre near 1; some results filed as inactive read as strong as hits
# IMP-1 inh – IMP-1 metallo-beta-lactamase inhibitors, primary screen, biochemical, epi-absorbance readout, Pseudomonas aeruginosa enzyme | metallo-beta-lactamase IMP-1 (Pseudomonas aeruginosa) | purified IMP-1, nitrocefin hydrolysis, epi-absorbance fluorescence | inhibition, % at 5.6 µM | AID 1556, 2009 | actives 0.45% (n = 290,000);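 active = inhibition above the mean plus 3 SD of all compounds in the same screening run, cut at about 4.5% in these data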;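 note: 0% = IMP-1 with DMSO and 100% = DMSO wells lacking enzyme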
#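 System: Purified IMP-1 | Read-out basis: Percent enzyme inhibition | Controls: IMP-1 with DMSO as 0%, enzyme-free DMSO as 100% | Replicates: One well per compound | Doses: 5.6 µM nominal single concentration | Detection: Epi-absorbance fluorescence, 480 nm excitation, 530 nm emission | Incubation: 25 °C, 15 min preincubation, 25 min reaction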
# SUMO HTRF inh – inhibitors of in vitro SUMOylation cascade, primary screen, biochemical, HTRF, uHTS; SUMO-conjugating enzyme UBC9 (Homo sapiens), P63279; HTRF SUMOylation assay, SAE1/SAE2 + UBC9; inhibition, % at 35 µM; actives 0.36% (n = 290,000); AID 2006, 2009; in the data active = inhibition above about 50%, passing the limit was not always enough; note: strong numbers were not always called active
# Target sequence (P63279 whole entry, looked up): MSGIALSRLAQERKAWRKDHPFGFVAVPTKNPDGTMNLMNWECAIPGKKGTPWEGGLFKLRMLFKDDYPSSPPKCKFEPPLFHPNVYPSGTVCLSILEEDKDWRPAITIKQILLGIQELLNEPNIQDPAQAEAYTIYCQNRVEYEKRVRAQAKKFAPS
# NALP1 inh – NALP1 inflammasome inhibitors in reconstituted yeast, colorimetric, S. cerevisiae, triplicate retest | actives 0.61% (n = 280,000) | S. cerevisiae NALP1/ASC/caspase-1 growth, X-gal OD620, 72 h | inhibition, % at 10 µM | AID 2071, 2009; in the data active = inhibition mostly above about 24%, no sharp cut-off; inactive = mostly below about 32%; note: some compounds called inactive have numbers as strong as hits
# HCV NS3 hel inh – inhibitors of HCV NS3 helicase, primary screen, biochemical, Cy5 molecular beacon fluorescence. NS3 helicase DNA unwinding. inhibition, % at 10.9 µM. actives 0.56% (n = 290,000). AID 1800, 2009;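 active = inhibition above the mean of all tested compounds plus 3 SD, set per campaign, cut at about 35% in these data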;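 note: 0% = DMSO wells and 100% = thioflavine S control wells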
#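 test system = hepatitis C virus NS3 helicase domain fragment enzyme | reagent = annealed dual-labelled DNA beacon duplex, ATP-started | times = 1 h at 25 °C | detection = Cy5 fluorescence, 0 and 60 min reads | read-out basis = percent inhibition from t60/t0 fluorescence ratio | control set = DMSO and thioflavine S | replication = one well per compound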
# M18AAP inhibitor – PfM18AAP inhibitors, malaria aminopeptidase, primary screen, biochemical, QFRET, recombinant enzyme. M18 aspartyl aminopeptidase (Plasmodium falciparum 3D7). H-Glu-NHMec fluorogenic cleavage. inhibition, % at 7.35 µM. actives 1.2% (n = 290,000). AID 1822, 2009;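 active = inhibition above the campaign mean inhibition over all tested compounds plus 3 SD, cut at about 28% in these data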;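 note: 0% = plate median of test compound wells and 100% = 2 mM ZnCl2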
# Active calls of the source: *; . = no result given.
SMILES,MEKK2wt PB1 HTS,DNA FID counter,VIM-2 inh,MEKK2mut PB1 HTS,IMP-1 inh,SUMO HTRF inh,NALP1 inh,HCV NS3 hel inh,M18AAP inhibitor
COc1ccc(/C=N/NS(=O)(=O)c2ccc(C)cc2)cc1,99,-12,-1.5,1,-2.0,9,18,-1,0
O=S(=O)(c1ccc(Br)s1)N1CCc2ccccc2C1,96,-6,-2.4,-1,-7.9,-7,14,-3,6
CCCCOCCCNC(=O)c1cccs1,79,-1,1.1,-12,0.2,-3,9,2,-11
Cc1ccc2c(c1)N(C(=O)c1ccco1)C(C)(C)c1ssc(=S)c1-2,99,1,-1.4,3,-4.2,-2,22,-6,-8
Cc1ccc(NC(=O)C(C)S)cc1 (stereo not drawn),94,-10,9.6*,-1,-0.7,-1,10,-7,7
O=[N+]([O-])c1ccc(COc2ncnc3ccccc23)cc1,92,3,-2.7,-1,-2.8,6,5,1,3
O=C(O)CSCC(=O)Nc1ccc(S(=O)(=O)N2CCCCC2)cc1,106,-1,-1.4,-1,-1.9,-9,11,-8,-1
COc1ccc(Cl)cc1NC(=O)CN(C)CC(=O)Nc1ccc(Br)cc1,102,-21,-1.3,-3,-1.4,-29,2,-19,5
CCOC(=O)C1=C(C)Nc2ccccc2N=C1NC(=O)C(CC)c1ccccc1 (stereo not drawn),102,-20,-2.9,12,-3.5,10,-2,0,1
CCOC(=O)N1CCN(C(=O)CC(=O)Nc2ccc3nc4n(c(=O)c3c2)CCCCC4)CC1,102,-22,-0.8,11,-1.9,2,16,3,2
COc1cccc(-c2cc(C(=O)Nc3c(C)n(C)n(-c4ccccc4)c3=O)no2)c1,101,-15,-1.6,4,-1.6,-10,2,-3,-5
CCOc1ccc(CNC(=S)NCc2ccc(OCC)cc2)cc1,117,-12,-3.8,28,-6.2,9,.,-11,-6
CCCCN(C(=O)CCC(=O)Nc1cc(C)on1)C(C(=O)NC1CCCC1)c1ccc(F)cc1 (stereo not drawn),94,-41,0.8,-5,-1.9,-12,14,-4,0
N#C/C(=N\Nc1ccc(Cl)cc1)C(=O)c1ccsc1,91,-8,0.7,-21,-0.5,19,14,10,-5
CC1=C(C(=O)Nc2ccccc2)C(c2cccs2)n2nnnc2N1 (stereo not drawn),89,0,1.4,-11,-5.4,-11,35,-7,15
COc1ccc(OCC(=O)NNC(=S)NC(=O)C2CCCCC2)cc1,111,-13,-1.6,7,-3.8,-30,11,8,9
CC(C)(C)OC(=O)N1CCC(c2c(C(=O)O)cnn2-c2ccccc2Cl)CC1,98,-45,-0.1,-1,-3.1,-30,3,4,4
Cc1ccoc1C(=O)Nc1cccc2ccccc12,104,-4,-2.7,6,-4.7,3,10,14,5
O=C(CCC(=O)N(CC(=O)NC1CCCC1)Cc1ccccc1)Nc1nccs1,105,-29,-1.8,2,-2.3,-5,2,-2,-8
O=C(CCN1C(=O)c2ccccc2C1=O)OCn1nnc2ccccc2c1=O,88,-3,-3.1,-31,0.7,10,21,0,-1
CCc1cc(C(=O)c2ccc(OC)cc2)c(N)s1,98,-10,-1.9,-4,-2.5,2,19,12,4
O=C(CN(C(=O)C1CSC(=O)C1)c1ccc(F)cc1)NCc1ccc2c(c1)OCO2 (stereo not drawn),101,-21,-2.2,3,-3.5,4,11,6,-2
Cc1ccc(N/C(SCc2ccccc2C)=C(/C#N)C(=O)NCc2ccco2)cc1C,102,-19,-4.2,0,-2.3,5,1,20,3
Cn1cc2ccc([N+](=O)[O-])cc2n1,94,0,0.2,-19,-2.4,22,13,-5,-8
O=C1CC(c2ccc(Cl)cc2)CC(=O)C1CS(=O)(=O)c1ccccc1 (stereo not drawn),93,-14,-1.2,-2,-2.9,-8,14,36*,-9
NS(=O)(=O)c1ccc(CNC(=O)Cc2ccccc2F)cc1,101,1,-1.4,0,-2.3,9,1,10,-5
COc1ccc(-c2nnc(NC(=O)c3cc(C)on3)s2)cc1,97,-3,-2.4,0,-5.2,1,45,12,4
O=C(Oc1ccccc1C(=O)Oc1ccccc1)c1cccnc1,107,-19,-4.2,-2,-3.0,8,0,6,7
Cc1ccc(N(CC(=O)Nc2c(C)n(C)n(-c3ccccc3)c2=O)S(C)(=O)=O)cc1C,105,-12,-0.8,4,-1.9,-4,3,3,-11
O=c1c(C(c2ccccc2)c2c(O)sc3ccccc3c2=O)c(O)sc2ccccc12,68,-10,0.7,-44,-1.9,.,15,24,2

# 6 records picked at random from those above, as already listed:
SMILES,MEKK2wt PB1 HTS,DNA FID counter,VIM-2 inh,MEKK2mut PB1 HTS,IMP-1 inh,SUMO HTRF inh,NALP1 inh,HCV NS3 hel inh,M18AAP inhibitor
COc1ccc(-c2nnc(NC(=O)c3cc(C)on3)s2)cc1,97,-3,-2.4,0,-5.2,1,45,12,4
CCc1cc(C(=O)c2ccc(OC)cc2)c(N)s1,98,-10,-1.9,-4,-2.5,2,19,12,4
O=C1CC(c2ccc(Cl)cc2)CC(=O)C1CS(=O)(=O)c1ccccc1 (stereo not drawn),93,-14,-1.2,-2,-2.9,-8,14,36*,-9
CC(C)(C)OC(=O)N1CCC(c2c(C(=O)O)cnn2-c2ccccc2Cl)CC1,98,-45,-0.1,-1,-3.1,-30,3,4,4
COc1ccc(OCC(=O)NNC(=S)NC(=O)C2CCCCC2)cc1,111,-13,-1.6,7,-3.8,-30,11,8,9
Cc1ccoc1C(=O)Nc1cccc2ccccc12,104,-4,-2.7,6,-4.7,3,10,14,5

# (next part)
SMILES,MEKK2wt PB1 HTS,DNA FID counter,VIM-2 inh,MEKK2mut PB1 HTS,IMP-1 inh,SUMO HTRF inh,NALP1 inh,HCV NS3 hel inh,M18AAP inhibitor
COc1ccc(C2NC(c3ccc(OC)cc3)C(c3ccccc3)C(=O)C2c2ccccc2)cc1 (stereo not drawn),88,-8,-0.7,-3,-0.8,-12,12,-3,-13
CCc1nc(NC(=O)c2sc(C)nc2C)sc1C(=O)OC,109,-16,-2.3,13,-6.8,9,6,14,-5
O=S(=O)(NCCSc1ccccn1)c1ccc(Br)cc1,87,-8,-0.9,-13,-0.7,2,12,2,-6
Cc1ccc(S(=O)(=O)CCc2nnc(NC(=O)c3cccs3)s2)cc1,94,-1,2.2,4,0.8,11,11,20,-4
COC(=O)c1ccc(/C=C2/SC(=S)N(CCC(=O)NCCCN3CCOCC3)C2=O)cc1,97,9,0.2,3,-0.2,4,18,-59,5
COCC(=O)Nc1cc(=O)n(C)c(=O)n1C,114,3,-2.1,11,-2.5,-8,.,5,4
CNS(=O)(=O)c1c(C)cc(C)c(N(C)S(=O)(=O)c2ccccc2)c1C,84,-12,-0.6,-9,-1.5,8,4,-3,-14
Cc1ccc(C(=O)NCc2ccco2)cc1S(=O)(=O)N1CCCCC1,103,-10,-0.9,3,-3.1,8,14,5,4
COc1cccc(NC(=O)N2CCCC2)c1,99,-1,-5.0,-2,-3.5,7,8,-1,2
CCOc1nc(NC(=O)NS(=O)(=O)c2ccccc2F)nc(-c2ccccc2)n1,95,5,-3.7,-2,-3.8,16,14,-3,2
CCOC(=O)c1c(NC(=O)CSc2nnc(C)o2)sc(C)c1C,102,-15,2.0,0,-0.9,6,.,7,0
CCOC(=O)CN1C(=O)S/C(=C\c2ccc(-c3ccc(C(=O)O)c(Cl)c3)o2)C1=O,100,-16,-2.1,7,-3.5,15,3,-12,7
CCO[C@H]1OC(C(=O)N2CCN(C)CC2)=C[C@@H](c2csc3ccccc23)[C@@H]1CCCO,111,-2,-1.6,14,-1.3,12,8,2,1
Cc1ccc(S(=O)(=O)NN=C2CCN(Cc3ccccc3)CC2)cc1,91,1,-3.1,-5,-0.7,11,32,-10,1
CCOCC(=O)Nc1cccc(OC)c1,104,1,-2.6,5,-0.8,-2,-22,20,2
CCN(CC)c1ccc2oc(=O)c(C)nc2c1,87,-2,0.2,-1,-2.7,0,34,22,55*
N#Cc1ccccc1NC(=O)C1SC(=Nc2ccccc2)C(C(=O)Nc2ccc(Cl)cc2)=C1N (stereo not drawn),89,1,-2.3,0,-3.1,-19,-5,-3,-3
COc1ccc(CNC(=O)C2(CC(=O)NC(C)(C)C)CCCC2)cc1,100,-10,0.6,1,-3.3,-5,-9,-9,-3
CC(=O)c1ccc(OCCCC(=O)Nc2cccc(S(=O)(=O)N(C)C)c2)cc1,99,-15,-1.9,-1,-2.6,26,20,1,-9
CNS(=O)(=O)c1ccc(NC(=O)c2ccc(Cl)cc2Cl)cc1,104,6,-4.1,3,-2.7,-8,27,-2,-3
COc1ccccc1/C=N/Nc1cc(N(C)C)nc(N(C)C)n1,110,-3,-2.2,4,-3.5,.,9,-9,19
c1ccc(-n2cnc3cc(NCc4cccs4)ccc32)cc1,100,-5,0.3,1,1.0,22,11,-11,-2

# Hits appear at their usual frequency, and some 4.7% of all compounds hit somewhere here.
